NCI-60 one-dose screen, 48 h, at 10 µM unless noted. Numbers give growth in % (100 = growth as untreated, 0 = no growth, -100 = all killed).
BT-549 = BT-549 breast cancer | 78,000 tested, 4.4% active
SK-MEL-5 = SK-MEL-5 melanoma; AID 1794755; 80,000 tested, 6.4% active
LOX IMVI = LOX IMVI melanoma; 79,000 tested, 7.4% active; AID 1794757
SK-MEL-28 = SK-MEL-28 melanoma | 81,000 tested, 4.1% active
MDA-MB-435 = MDA-MB-435 melanoma | 82,000 tested, 7.8% active
SK-MEL-2 = SK-MEL-2 melanoma; 77,000 tested, 4.7% active; AID 1794763
HS 578T = HS 578T breast cancer | 78,000 tested, 4.1% active | AID 1794788
T-47D = T-47D breast cancer; 79,000 tested, 5% active
* = called active by the depositor; / = not tested or not shown; [ ] = dose if it differs, or a comment. Rule for the calls: active = growth percent below 10; inactive = the rest.

SMILES	BT-549	SK-MEL-5	LOX IMVI	SK-MEL-28	MDA-MB-435	SK-MEL-2	HS 578T	T-47D
Cc1ccc(C2=CSC3=NC(=O)C(CCN4CCOCC4)N23)cc1 (centres undefined)	106	89	92	94	93	98	106	87
S=c1[nH]nc(-c2cc3ccc2CCc2ccc(cc2)CC3)n1C1CC1	107	96	95	102	97	110	101	98
Cc1ccc(S(=O)(=O)NCCCNc2nccc(-c3c(-c4ccccc4)nc4occn34)n2)cc1	102	86	82	107	84	96	107	67
N#Cc1c(-c2ccc(Cl)cc2)nc2c(C#N)c(Nc3ccccc3)nn2c1N	96	99	107	99	95	102	90	88
O=C(Nc1ccccc1)Oc1c(Cl)cc(Cl)c2ccccc12	107	99	114	99	96	100	98	94
COc1cc(NCC(=O)Nc2cc(Nc3ccc(F)cc3)ncn2)c(Cl)c(OC)c1Cl	97	100	99	107	103	101	89	85
COC1OC2COC(c3ccccc3)OC2C(O)C1O (centres undefined)	94	106	96	106	104	123	103	91
OCC1CCC(O)C(CO)N1 (centres undefined)	100	108	100	96	102	129	/	111
NC(=O)NCC1CCCCC1	104	109	94	110	102	105	112	98
COc1cc(NC(=O)c2cccc(C3CCc4c(cc(OC)c(OC)c4OC)O3)c2)cc(OC)c1OC (centres undefined)	-6.9*	-58*	/	39	2.5*	-1.8*	-8.8*	14
COc1ccc(NC(=O)C2C/C(=C/N(C)C)C(=O)N2)cc1 (centres undefined)	96	104	105	110	107	104	117	99
CCOC(=O)c1c2c(cn1Cc1cc(OC)c(OC)c(OC)c1)-c1oncc1CC2	105	103	99	107	109	101	100	/
Nc1ccc(-n2c(=O)oc3ccc(Cl)cc3c2=O)c(Cl)c1	/	-84*	0.5*	-11*	-5.8*	-32*	-4.1*	-8.2*
CN(CCCCN(C[C@H]1Cc2ncccc2CN1)[C@H]1CCCc2cccnc21)C1CCC(F)(F)CC1	86	104	93	106	108	95	105	99
NC1=CSc2ncnc3ncn1c23	/	95	97	107	100	112	108	95
O=C(Nc1ccncc1)C(=O)c1cn(S(=O)(=O)c2cccc(Cl)c2)c2ccccc12	49	52	45	86	1.4*	58	87	70
Cc1ccc(/C=C(\C#N)c2cc3ccccc3n2C)cc1	0.5*	23	/	65	-1.9*	76	34	55
O=C1NC(O)C(O)N1 (centres undefined)	109	109	97	109	104	109	/	109
O=[N+]([O-])/C=C/c1ccco1	108	100	97	121	105	105	100	108
CCCNC(=O)NCN1C(=O)c2cccc3cccc(c23)C1=O	102	100	98	113	107	106	114	83
CC(=O)N1c2ccccc2NC2=C(C(=O)N(C)C2(C)C)C1C (centres undefined)	69	28	38	56	-68*	8.9*	20	29
N#Cc1cccc(-c2c(-c3ccc4ccccc4c3)oc3ccccc3c2=O)c1	34	31	51	58	-27*	59	69	45
O=[N+]([O-])c1ccc(Oc2ccccc2-c2ccccc2)c([N+](=O)[O-])c1	/	97	77	96	92	80	81	/
CC(=O)Nc1ccc(S(=O)(=O)n2ccc(-c3ccc4c(c3)CCC(C)(C)O4)n2)cc1	/	26	64	93	67	53	102	31
N#Cc1c(Nc2ccc(Cl)cc2)n[nH]c1-c1cccs1	102	96	96	96	106	118	94	74

Among those listed so far, these have nitrogen in an aromatic ring.
SMILES	BT-549	SK-MEL-5	LOX IMVI	SK-MEL-28	MDA-MB-435	SK-MEL-2	HS 578T	T-47D
S=c1[nH]nc(-c2cc3ccc2CCc2ccc(cc2)CC3)n1C1CC1	107	96	95	102	97	110	101	98
Cc1ccc(S(=O)(=O)NCCCNc2nccc(-c3c(-c4ccccc4)nc4occn34)n2)cc1	102	86	82	107	84	96	107	67
N#Cc1c(-c2ccc(Cl)cc2)nc2c(C#N)c(Nc3ccccc3)nn2c1N	96	99	107	99	95	102	90	88
COc1cc(NCC(=O)Nc2cc(Nc3ccc(F)cc3)ncn2)c(Cl)c(OC)c1Cl	97	100	99	107	103	101	89	85
CCOC(=O)c1c2c(cn1Cc1cc(OC)c(OC)c(OC)c1)-c1oncc1CC2	105	103	99	107	109	101	100	/
Nc1ccc(-n2c(=O)oc3ccc(Cl)cc3c2=O)c(Cl)c1	/	-84*	0.5*	-11*	-5.8*	-32*	-4.1*	-8.2*
CN(CCCCN(C[C@H]1Cc2ncccc2CN1)[C@H]1CCCc2cccnc21)C1CCC(F)(F)CC1	86	104	93	106	108	95	105	99
NC1=CSc2ncnc3ncn1c23	/	95	97	107	100	112	108	95
O=C(Nc1ccncc1)C(=O)c1cn(S(=O)(=O)c2cccc(Cl)c2)c2ccccc12	49	52	45	86	1.4*	58	87	70
Cc1ccc(/C=C(\C#N)c2cc3ccccc3n2C)cc1	0.5*	23	/	65	-1.9*	76	34	55
CC(=O)Nc1ccc(S(=O)(=O)n2ccc(-c3ccc4c(c3)CCC(C)(C)O4)n2)cc1	/	26	64	93	67	53	102	31
N#Cc1c(Nc2ccc(Cl)cc2)n[nH]c1-c1cccs1	102	96	96	96	106	118	94	74

Following part:
SMILES	BT-549	SK-MEL-5	LOX IMVI	SK-MEL-28	MDA-MB-435	SK-MEL-2	HS 578T	T-47D
NNC(=O)[C@H]1O[C@@H](n2cnc3c(=O)[nH]c(N)nc32)[C@H](O)[C@@H]1O	103	100	99	103	104	113	110	106
COc1ccccc1NC(=O)/C(=C\n1c(=S)[nH]c2ccc([N+](=O)[O-])cc21)C(C)=O	88	103	95	101	98	104	102	80
CC/C=C\C[C@H]1C/C=C2/C(=O)C=C[C@H]2C/C=C\CCCC(=O)O1	32	/	6.1*	/	9.0*	21	54	27
CCOC(=O)Nc1on[n+](-c2ccccc2)c1-c1ccccc1	109	104	99	101	/	117	119	102
O=C(/C=C/c1cn(-c2ccccc2)nc1-c1ccc(Br)cc1)NNC(=O)Nc1ccc(F)cc1	102	103	88	107	101	96	109	74
O=c1[nH]c2ccccc2cc1CNc1ccc(Nc2nccc(-c3ccc(Cl)cc3)n2)cc1	83	82	87	97	84	94	78	46
CCCCCCCCCCNc1nc(N)nc(Nc2ccc(C)cc2)n1	103	100	100	103	104	99	88	76
O=S(=O)(NCc1ccccc1)c1ccccc1	113	104	94	103	103	109	111	110
O=c1c2c(=NCCCN3CCCC3)cc3c(=O)n(CCCN4CCCC4)c(=O)c4c(NCCCN5CCCC5)cc(c(O)n1CCCN1CCCC1)c2c4-3	-30*	-66*	-7.8*	-42*	-62*	1.1*	-16*	-6.2*
O=C(O)C1C(c2ccccc2)=C1c1ccccc1	98	101	92	104	102	98	96	86
CCC(CN(C(=O)c1ccc([N+](=O)[O-])cc1)C1CCCCC1)OC(=O)c1ccc([N+](=O)[O-])cc1 (centres undefined)	76	77	70	96	74	66	74	62
Nc1cccc(Cl)c1C(=O)O	103	105	103	113	116	108	125	106
CC(=O)Oc1ccc(O)cc1	93	97	94	104	106	87	105	118
CC1(C)CN(c2cnc(C(=O)Nc3cc(F)cc4cccnc34)cn2)CCN1	90	89	70	80	86	100	72	44
CN1C(=O)C(Nc2ccc(C(=O)Nc3ccccc3)cc2)=C(c2ccc(Cl)cc2)C1=O	62	77	76	92	90	64	106	51
C=CC(C)(O)CC (centres undefined)	109	97	89	103	106	122	109	124
CN(C)c1ccc(/C=N/Nc2nnc3n2N=C(c2ccc(Cl)cc2)CS3)cc1	90	92	99	/	97	98	92	84
COc1cc(C2NC(=O)NC(C)=C2C(=O)OC(C)C)ccc1OCc1ccccc1 (centres undefined)	85	84	/	95	88	107	/	75
Cc1cc(N(CCCNc2ccnc3cc(Cl)ccc23)Cc2ccccn2)nc(N2CCCC2)n1	92	66	/	88	87	100	89	/
COc1cc(OC)nc(NC(=O)CNc2nnc(-c3cccnc3SCc3ccccc3)s2)n1	85	94	88	104	101	100	89	90
COc1cc(-c2nc3cc4nc5ccccc5[nH]c4cc3n2)ccc1OCc1ccccc1	95	92	87	115	110	120	106	75
CC1=CC2(C)C(C3C(C)=CC2(C)C(=O)C3(C)O)C(C)(O)C1=O (centres undefined)	116	100	105	102	99	103	108	/
NC(N)=NS(=O)(=O)c1ccc(N=Nc2c(N)nn(-c3ccc([N+](=O)[O-])cc3[N+](=O)[O-])c2N)cc1	123	99	97	109	103	106	98	104
CC(C)(C)c1ccc(CN2C(=O)c3c(ccc(O)c3-c3ccc(C(F)(F)F)cc3)C2C(=O)O)cc1 (centres undefined)	75	100	97	109	103	71	107	50
COC1CCC(CNC(=O)NC2NC3CCCCC3N2)CC1OC (centres undefined)	90	97	94	/	96	104	84	105
The list goes on:
SMILES	BT-549	SK-MEL-5	LOX IMVI	SK-MEL-28	MDA-MB-435	SK-MEL-2	HS 578T	T-47D
O=c1[nH]n(-c2nnc3n2N=C(c2ccccc2)CS3)c(=O)c2ccccc12	100	99	97	/	99	104	87	102
O=C(CNC1C2CC3CC(C2)CC1C3)Sc1nnc2sc3ccccc3n12 (centres undefined)	98	94	94	112	101	108	89	87
COC1=C(S(N)(=O)=O)C2NS(=O)(=O)c3cnccc3N2C=C1 (centres undefined)	100	106	97	103	104	100	100	12
CC(=O)OC(OC(C)=O)c1ccc([N+](=O)[O-])o1	/	100	98	114	97	/	105	115
NCCCC[C@H](NC(=O)[C@@H]1CCCN1C(=O)Cc1ccc(Br)c2ccccc12)C(=O)N[C@@H](CCCN=C(N)N)C(N)=O	89	101	98	101	100	107	110	100
Cc1cc(F)ccc1C(=O)Nc1cc(-c2cccnc2)nc(NCCCN2CCOCC2)n1	97	95	96	106	101	101	97	96
COc1cccc(NC2=NC(N)N=C(c3cc4ccccc4oc3=O)C=N2)c1 (centres undefined)	79	87	88	100	101	91	88	95
COc1ccc2c(c1)CCc1cn[nH]c1-2	100	91	67	111	99	/	119	/
CC1=CC(=O)[C@]2(OC3O[C@@H](C)[C@H](O)[C@@H](O)[C@H]3O)C=CO[C@@H](O[C@@H]3O[C@H](CO)[C@@H](O)[C@H](O)[C@H]3O)[C@H]12 (some centres undefined)	99	101	103	108	109	105	106	86
CC(=O)CC(=O)Nc1nc(C)cs1	106	102	110	114	105	108	109	73
Cc1ccc(S(=O)(=O)N(C)C)cc1[N+](=O)[O-]	72	105	98	102	100	20	118	99
CN1C=Cc2ccccc2C1C[N+](=O)[O-] (centres undefined)	105	97	99	113	99	102	105	103
COC(=O)CC/C(C)=N\Nc1ccc([N+](=O)[O-])cc1	89	74	16	96	32	57	82	42
Cc1cc(C)c(C#N)c(OCC2CCCO2)n1 (centres undefined)	106	103	96	119	101	98	119	96
NC(=O)NS(=O)(=O)c1ccc(N)cc1	106	93	102	96	101	104	98	100
CCOC(=O)C1=C(C(=O)c2ccc(OC)cc2)C(c2ccc(Cl)cc2Cl)C(C(=O)c2ccc(OC)cc2)=C(C(=O)OCC)N1	95	97	100	104	99	114	78	/
CCCCCCCCCCCC[S+](C)CC(=O)[O-] (centres undefined)	-29*	-62*	33	63	47	52	37	/
Cc1ccc(NC(=O)Cn2cnc3c2c(=O)n(C)c(=O)n3C)cc1	98	100	93	106	101	102	97	98
O=[N+]([O-])c1ccc(S(=O)(=O)N/N=C\c2ccc(Cl)c(Cl)c2)cc1	112	95	91	117	83	/	81	90
Clc1ccc(-n2ncc3c(Cl)nc(Cl)nc32)cc1	83	75	95	106	101	105	84	/
COc1cc(C2=NN(C(C)=O)C(c3sc(N4CCOCC4)nc3Cl)C2)cc(OC)c1OC (centres undefined)	101	103	96	109	104	92	109	104
O=C1C=C(c2ccccc2)C(O)(c2ccccc2)C1 (centres undefined)	95	106	94	108	97	103	109	91
COc1ccc(Nn2c(SCC(=O)Nc3nc(-c4ccc(Cl)cc4)cs3)nc(C)c2C)cc1	53	-21*	39	87	50	90	86	33
Cc1ccc(CSc2nc(-c3ccc(Cl)cc3)c(C#N)c(N3CCOCC3)n2)cc1	115	97	97	94	95	/	107	79
CC12O[C@H](C[C@@H](OC(=O)CCC(=O)O)[C@H]1O)n1c3ccccc3c3c4c(c5c6ccccc6n2c5c31)C(=O)NC4=O	-1.0*	-19*	16	34	8.3*	23	19	36
Additional entries.
SMILES	BT-549	SK-MEL-5	LOX IMVI	SK-MEL-28	MDA-MB-435	SK-MEL-2	HS 578T	T-47D
COc1ccc(C2=CC(c3ccc4c(c3)OCO4)NC(=O)N2)cc1OC (centres undefined)	90	97	99	110	106	111	92	88
O=C(Cn1ccnc1[N+](=O)[O-])NCc1ccccc1	92	116	91	114	98	/	92	96
Cc1ccc(NS(=O)(=O)c2ccc(Br)cc2)cc1	100	103	98	105	105	/	109	94
Fc1ccc(/C=N\N=C(N/N=C/c2ccc(F)cc2)N/N=C/c2ccc(F)cc2)cc1	83	/	63	98	102	120	96	90
COc1ccc(/C=N/C2=C(C#N)C(c3ccc(N(C)C)cc3)c3c(ccc4ccccc34)O2)cc1 (centres undefined)	77	92	64	112	98	117	87	83
O=C1c2c(c3c4cc(Br)ccc4[nH]c3c3ccc4ccccc4c23)C(=O)N1CCN1CCCCC1	91	68	/	93	-42*	112	104	43
CCc1ccc(CCC(=O)Nc2ncc(Cc3ccc(Cl)cc3)s2)o1	61	35	48	66	-64*	44	2.6*	37
O=C(/C=C/c1ccncc1)N1CCc2ccc([N+](=O)[O-])cc2C1	109	104	91	108	106	131	101	105
Cc1cc(Cl)ccc1OCC(=O)OCC(C)(C)[N+](=O)[O-]	/	103	94	109	94	96	96	/
COc1cccc(-c2nc3sccn3c2/C=C/C(=O)c2ccc(C(F)(F)F)cc2)c1	87	72	88	84	73	79	80	64
CCC(CC)COC(=O)c1nn(C(C)=O)c2cc(F)c(F)cc12	127	89	93	95	90	84	101	57
Cc1ccc(S(=O)(=O)c2nc(-c3ccccc3)oc2SCC(=O)Nc2ccc(F)cc2)cc1	91	93	82	81	95	73	56	81
Cc1ccc(-c2nc3sc(C)cn3c2/C=C/C(=O)c2c(F)cccc2F)cc1	101	109	111	107	111	120	105	94
O=C(CCc1ccccc1)N1CCN(C(=O)CCc2ccccc2)CC1	105	105	95	108	106	104	100	108
COc1ccc(Cn2c(C(N)=O)cc3c2-c2nc(N)ncc2CCC3)cc1	109	99	107	99	97	105	91	104
Cc1ccc(NC(=O)Oc2ccc(C#N)cc2)c(C)c1	113[100 µM]	97[100 µM]	95[100 µM]	110[100 µM]	101[100 µM]	116[100 µM]	94[100 µM]	99[100 µM]

Screening results deposited in PubChem BioAssay by NCI.
